Screening results deposited in PubChem BioAssay by several laboratories.
CSM14.1 death rescue: protection against thapsigargin-triggered cell killing – 384-well, CSM14.1, ATP luminescence, primary screen (AID 1222) | 190,000 tested, under 10 active | CSM14.1 thapsigargin-induced death rescue, ATP luminescence; higher % means a stronger effect | one-dose cellular ATP content (survival), % at 20 µM; EC50 in µM for titrated hits;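 active = EC50 below 50 µM in the dose-response confirmation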;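 also: death triggered by thapsigargin at about 15 µM added after 2 h compound pretreatment; cell ATP read after overnight thapsigargin exposure of roughly 18 to 22 hours; normalized against plate controls of thapsigargin alone and 5% DMSO vehicle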
Yfh1-off respiration: mitochondrial function rescue without frataxin homolog – Friedreich's ataxia, plus single-dose screen, dose response (AID 1465). fold induction at 50 µM; hits with a dose series show EC50 in µM. S. cerevisiae Yfh1-off respiration, WST-1 reduction, 72 h; higher fold induction means a stronger effect. actives 0.074% (n = 220,000);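 active = fold induction of absorbance versus untreated yeast above a set limit, then at least 30% activation at any dose in follow-up; inconclusive = repeats straddling the limit, or above it without dose testing; inactive = fold induction below the set limit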;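 also: activators that raise dye reduction in frataxin-depleted yeast; strong numbers were not always called active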
XIAP antagonists: XIAP antagonists, biochemical, IAP family, fluorescence polarization (AID 1018); actives 0.007% (n = 200,000); one-dose displacement, % at 20 µM; IC50 in µM for titrated hits; XIAP BIR domain, fluorescence polarization peptide displacement; higher % means a stronger effect; in the data active = displacement above about 50%; also: a part of the inactive calls stands beside numbers as strong as those of hits
UTI89 phage lysis: protection from phage-mediated lysis, alamar blue read-out – E. coli UTI89, K1F phage, bacterial capsule biogenesis inhibitors (AID 488966); E. coli UTI89 K1F phage lysis, alamar blue, 2 h; higher % means a stronger effect; inhibition, % at 100 µM, or IC50 in µM where a hit was titrated; actives 0.02% (n = 340,000);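 active = phage lysis inhibition, versus mean bacterial control, above a set limit; inconclusive = no clear call, values can overlap the other calls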;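 also: capsule biogenesis inhibitors block K1F phage lysis so surviving cells raise fluorescence; higher fluorescence means more inhibition of phage lysis; actives were called in the ten point dose series up to 300 µM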
RSV CPE inhibition: inhibition of RSV-induced cytopathic effect – HEp-2 cells, primary 10 µM value included (AID 2391); CPE inhibition, % at 10 µM, or IC50 in µM where a hit was titrated; HEp-2 cells, RSV-induced CPE inhibition; higher % means a stronger effect; actives 0.13% (n = 310,000); in the data active = a potency from the dose series; inconclusive = CPE inhibition mostly from about 23% at the one dose, without a potency; inactive = the rest, 99 in 100 with CPE inhibition below about 21%; also: strong numbers were not always called active
Dengue-2 NS5 capping: flavivirus cap methylation enzyme inhibition – biochemical, confirmation dose response, primary screen (AID 588689); Dengue-2 NS5 methyltransferase capping enzyme assay, biochemical; higher % means a stronger effect; inhibition, % at 25 µM; hits with a dose series show IC50 in µM; actives 0.3% (n = 340,000); in the data active = a potency from the dose series; inconclusive = inhibition above about 29% without an active follow-up result
Large T inhibition: TAg ATPase/helicase activity blockers – biochemical (AID 1903) | SV40 large T antigen ATPase/helicase inhibition assay; higher % means a stronger effect | one-dose inhibition, % at 20 µM; IC50 in µM for titrated hits | actives 0.39% (n = 310,000); in the data active = a potency from the dose series; inconclusive = inhibition mostly from about 32% at the one dose, without a potency; inactive = the rest, 99 in 100 with inhibition below about 32%; also: strong numbers were not always called active
WT yeast gro inh: growth inhibition of WT yeast, mitochondrial fusion screen. mitochondrial fusion phenotypic screen, WT strain. inhibition, % at 10 µM. actives 2.1% (n = 190,000). AID 1362; in the data active = inhibition above about 58%; tested in S. cerevisiae
West Nile virus CPE: West Nile virus antiviral activity, cell-based, CPE readout (AID 1621) | West Nile virus-infected cells, CPE inhibition; higher % means a stronger effect | CPE inhibition, % at 10 µM; hits with a dose series show IC50 in µM | actives 0.02% (n = 290,000); in the data active = a potency from the dose series; inconclusive = CPE inhibition mostly from about 3.7% at the one dose, without a potency; inactive = the rest, 99 in 100 with CPE inhibition below about 2.2%; also: strong numbers were not always called active
WT yeast gro inh mutant strain: second read-out of WT yeast gro inh, no call of its own (marks repeat the call); inhibition, %; mitochondrial fusion phenotypic screen, mutant strain inhibition
Dengue-2 NS5 capping pilot replicate: further read-out of Dengue-2 NS5 capping, marked with its call; inhibition, %; measured here: pilot screen replicate inhibition
Starred values were filed as active, the others as inactive; i = inactive; u = inconclusive; x = not tested or not shown; & = joins results of further samples; [ ] = another dose, or the depositor's remark. An unsorted share of the library. About 2.2% of those tested had a hit in this group.

SMILES | CSM14.1 death rescue | Yfh1-off respiration | XIAP antagonists | UTI89 phage lysis | RSV CPE inhibition | Dengue-2 NS5 capping | Large T inhibition | WT yeast gro inh | WT yeast gro inh mutant strain | West Nile virus CPE | others
Nc1cc(=O)[nH]c(=O)n1CC1CC1 | -3.1% | i | -4.2% | 0.9% | -0.1% | -2% | 11% | 13 | -12 | 0.3%
Cc1nn(C(=O)c2cccc([N+](=O)[O-])c2)c(C)c1Br | x | x | x | -0.4%[50 µM] | 2.3% | 1% | 14% | x | x | -0.6%
Cc1ccc(Nc2nc(NCCO)nc3c2cnn3C)cc1Cl | x | x | x | 0.4% | 18% | 0% | 9% | x | x | -0.7%
CSc1cccc(CN2CCN(CCc3ccccc3)C(CCO)C2)c1 (stereo unspecified) | -2.3% | i | -7.2% | 0.2% | -0.2% | -6% | 8% | -1 | 6 | -0.5%
Cc1ccc(OCc2cc(C(=O)N(C)CCc3ccccc3)no2)cc1C | x | x | x | 0.3%[50 µM] | 3.0% | 3% | 2% | x | x | -0.3%
Cc1ccc(CSc2nc3ccccc3c(=O)n2C)cc1 | x | x | x | 0.2% | 3.9% | -3% | 2% | x | x | -1.7%
S=C(NCCN1CCOCC1)Nc1ccc(Br)cc1 | -5.3% | i | 1.7% | 0.6% | 0.7% | 0% | 7% | 12 | -3 | -0.5%
COc1ccc(C(C(=O)NC2CCCC2)N(C(=O)c2snc(-c3ccc(F)cc3)c2N)c2ccc(F)cc2)cc1 (stereo unspecified) | 2.5% | i | -3.8% | 1.1% | 1.5% | -5% | 6% | -12 | 2 | u | Dengue-2 NS5 capping pilot replicate=1.5
Cc1ccc(OCC(=O)N/N=C\c2c(C)[nH]n(-c3ccccc3)c2=O)c([N+](=O)[O-])c1 | -2.7% | i | -8.1% | -0.1% | 4.5% | -5% | -8% | -5 | -1 | 0.1%
COc1ccc2oc(C(=O)N(CC(C)C)C3CCS(=O)(=O)C3)c(C)c2c1 (stereo unspecified) | x | x | x | 0.5%[50 µM] | 0.9% | -1% | 6% | x | x | x
CCN(CC)c1ccc(S(=O)(=O)N2CCOCC2)cc1NC(=O)CN1CCc2ccccc2C1 | -0.5% | i | 1.5% | -0.4% | 7.0% | -1% | 6% | 43 | 10 | -1.7%
CNc1c(NS(=O)(=O)c2ccc3c(c2)CCCC3)c(=O)oc2ccccc12 | x | x | x | 0.0% | 0.7% | -3% | 4% | x | x | -0.1%
Cc1ccccc1NC(=O)C1CCCN(c2nnc(N3CCCC3=O)s2)C1 (stereo unspecified) | x | x | x | 3.1% | -0.7% | 3% | 13% | x | x | 0.1%
CN(C)c1ccc(N=Nc2ccccc2C(=O)OCC(=O)N2CCCCCC2)cc1 | -0.5% | i | 1.2% | -0.9% | -1.4% | -2% | 9% | 20 | -1 | -0.9%
Cc1ccccc1NC(=O)c1sc(NC(=O)C2CC2)nc1C | x | x | x | 0.1% | 1.0% | -1% | 11% | x | x | -0.7%
Cc1cccc(C(=O)NNC(=O)CSc2nnc(C3CC3)n2C)c1 | x | x | x | -0.1% | 1.5% | -1% | 4% | x | x | 0.1%
Cc1ccc(N(C)S(=O)(=O)c2ccc3[nH]cc(C(=O)NCCCN4CCOCC4)c(=O)c3c2)cc1C | x | x | x | -0.1% | -0.5% | -4% | 11% | x | x | 0.5%
COC(=O)[C@H](Cc1ccccc1)NC(=O)c1ccc2ccccc2n1 | x | x | x | 0.0% | 2.2% | -4% | 9% | x | x | -0.3%
CCCCC(C(=O)NC(C)(C)C)N(Cc1ccco1)C(=O)c1snc(C(N)=O)c1N (stereo unspecified) | 2.2% | i | 0.1% | 4.0% | -0.1% | 2% | -2% | -20 | 4 | -1.0%
COc1ccc2nc(SCC(=O)/C(C#N)=C(\C)N)[nH]c2c1 | -1.9% | i | -2.6% | 0.3% | 8.7% | 1% | 16% | 1 | -3 | 0.1%

Next part (four carried over from the part before).
SMILES | CSM14.1 death rescue | Yfh1-off respiration | XIAP antagonists | UTI89 phage lysis | RSV CPE inhibition | Dengue-2 NS5 capping | Large T inhibition | WT yeast gro inh | WT yeast gro inh mutant strain | West Nile virus CPE | others
Cc1ccc(N(C)S(=O)(=O)c2ccc3[nH]cc(C(=O)NCCCN4CCOCC4)c(=O)c3c2)cc1C | x | x | x | -0.1% | -0.5% | -4% | 11% | x | x | 0.5%
COC(=O)[C@H](Cc1ccccc1)NC(=O)c1ccc2ccccc2n1 | x | x | x | 0.0% | 2.2% | -4% | 9% | x | x | -0.3%
CCCCC(C(=O)NC(C)(C)C)N(Cc1ccco1)C(=O)c1snc(C(N)=O)c1N (stereo unspecified) | 2.2% | i | 0.1% | 4.0% | -0.1% | 2% | -2% | -20 | 4 | -1.0%
COc1ccc2nc(SCC(=O)/C(C#N)=C(\C)N)[nH]c2c1 | -1.9% | i | -2.6% | 0.3% | 8.7% | 1% | 16% | 1 | -3 | 0.1%
O=C1CCC(/C=C/c2ccccc2)=NN1Cc1ccc(Cl)c(Cl)c1 | -1.3% | i | -2.9% | 0.5% | 43% | -6% | 1% | 38 | -4 | -0.2%
Oc1ccc(Nc2nc(-c3cccnc3)cs2)cc1 | x | x | x | -0.1% | 0.9% | 0% | 31% | x | x | -0.6%
O=C(CCNS(=O)(=O)c1ccccc1)N1CCN(c2ccccc2)CC1 | x | x | x | -0.2% | 1.8% | -2% | 11% | x | x | -0.4%
Cc1c(/C(O)=C2\C(=O)C(=O)N(CCN(C)C)C2c2ccccc2)cnn1-c1ccccc1 (stereo unspecified) | x | i | x | 1.0% | x | 3% | 27% | x | x | 0.0%
COc1ccc(O)c(-c2cc(-c3ccccc3Cl)[nH]n2)c1 | x | x | x | -0.6% | 13% | -8% | 8% | x | x | -0.3%
Cc1cc(S(=O)(=O)N2CCOCC2)ccc1OCC(=O)NCCN1CCOCC1 | x | x | x | 1.3% | 1.0% | 3% | 13% | x | x | -0.8%
O=S(=O)(c1ccc(F)cc1)N1CCN(C(=S)NCc2ccco2)CC1 | -0.6% | i | -5.0% | 0.6% | 1.1% | -7% | 5% | -16 | -12 | 0.7%
CCOC(=O)C1=C(O)/C(=C\c2ccc(CNC(=O)C(=O)Nc3ccc(C)c(C)c3)o2)N=C1C | 3.9% | x | -6.7% | x | x | x | 15% | 25 | 22 | x
Cc1cc(C)cc(NC(=S)N2CCCC2)c1 | x | x | x | 0.1% | 0.9% | -4% | 18% | x | x | 0.0%
Cc1ccc(S(=O)(=O)N(C)C)cc1NC(=O)COC(=O)C1CC(=O)N(c2ccc3c(c2)OCCO3)C1 (stereo unspecified) | x | x | x | 0.3%[50 µM] | -0.2% | -3% | 11% | x | x | x
COc1ccc(NC(=O)c2cc3cccc(OC)c3oc2=Nc2ccc(C(=O)O)cc2)cc1OC | 2.7% | i | -6.1% | -0.1% | x | 5% | 0% | -11 | -7 | 1.0%
CCC(C)C(NC(N)=O)C(=O)Nc1ccc(S(=O)(=O)Nc2ccc(OC)cc2)cc1 (stereo unspecified) | 1.8% | i | -5.4% | 2.8% | 2.5% | -14% | 2% | 3 | -9 | 0.2%
O=C(c1cc(-c2ccncc2)nc2c(Cl)cccc12)N1CCN(c2ccccc2F)CC1 | x | x | x | 0.1% | 9.9% | -1% | 3% | x | x | 0.6%
O=C(c1cn(-c2ccccc2)nc1-c1ccc(F)cc1)N1CCCCC1 | 5.0% | i | -5.9% | -1.9% | 1.7% | -1% | 5% | 13 | 24 | -1.5%
O=C(c1cnn2c(C(F)F)cc(-c3ccccc3)nc12)N1CCCc2ccccc21 | 2.3% | i | -0.6% | 3.5% | -0.6% | -6% | -1% | 11 | 15 | -0.1%
O=C(CSCc1ccccc1)Nc1ccc(F)cc1F | -1.1% | i | -2.0% | 0.4% | 2.9% | -13% | 5% | 10 | 3 | 0.2%
Cc1[nH]c2ccc(-c3nnc(SCC(=O)c4ccccc4F)o3)cc2c1C | -1.7% | i | -8.4% | -0.2% | 41µM* | -1% | 25% | 1 | -8 | 0.4%
O=C(c1ccccc1)c1c(O)nc(-c2ccccc2)n(-c2ccccc2)c1=O | -3.2% | i | -7.3% | 2.7%[50 µM] | -0.3% | -9% | 7% | -16 | -5 | 1.0%
Cc1cc(C)c2c(c1)/C(=N/Nc1ccc(S(N)(=O)=O)cc1[N+](=O)[O-])CCC2 | -1.1% | i | 2.4% | 0.1% | 0.9% | 11% | 0% | -3 | 2 | 0.0%
COc1ccc2cnn(CCOc3cc(C)ccc3C(C)C)c(=O)c2c1OC | 1.6% | i | 3.8% | -0.3%[50 µM] | 9.3% | -8% | 23% | 71* | 44* | -1.4%
COc1ccc(NC(=O)c2ccc3[nH]c(C)c(C)c3c2)cc1 | x | x | x | 1.2%[50 µM] | 13% | -8% | 2% | x | x | -0.7%
CCN1CCN(c2ccc(S(=O)(=O)N3CCOCC3)cc2NC(=O)CCOc2ccccc2)CC1 | x | x | x | 1.0%[50 µM] | 0.3% | 4% | 9% | x | x | 0.0%
COc1ccc(N2CCN(C(=O)CSc3nnc4ncccn34)CC2)cc1 | 0.9% | i | -1.8% | 0.5% | 0.9% | -5% | 24% | -4 | 15 | 0.4%
CC(C)CC(=O)Nc1ccc2ccccc2c1 | -0.5% | i | -2.2% | 0.3% | 2.8% | 0% | 4%&6% | -23 | 4 | 0.2%&0.0%
CCOc1ccc(C(=O)Nc2ncccc2Cl)cc1 | 0.7% | i | 1.1% | 0.0% | 0.8% | -11% | x | -21 | -15 | 1.0%
Cn1cc(Br)c(C(=O)NC2CCCCC2)n1 | -3.0% | i | -0.5% | 0.1% | 1.1% | -5% | 11% | -3 | 9 | 0.5%
CC(C)(C)[C@H]1C=C(C(=O)N2CCOCC2)O[C@@H](OCc2ccc(CO)cc2)C1 | 0.3% | i | -1.2% | 0.4% | 3.2% | -5% | 2% | 8 | -2 | -0.4%
O=C1CC(NS(=O)(=O)c2ccc3ccccc3c2)CN1c1ccccc1 (stereo unspecified) | x | x | x | 0.9%[50 µM] | 11% | 3% | 0% | x | x | x
CN(C)CCCC(C)(O)C(Cc1ccccc1)c1ccccc1 (stereo unspecified) | -0.3% | i | -1.6% | 1.2%[50 µM] | -0.6% | 3% | 0% | -2 | 8 | 0.5%
CCn1c(SCC(=O)NCc2ccco2)nnc1-c1ccc(N)cc1 | 1.5% | x | 0.0% | 0.3% | 1.1% | x | 1% | 5 | -12 | x
CC(C)NC(=O)N1CCC(n2nccc2NC(=O)CCOc2ccccc2)CC1 | x | x | x | -0.1% | 0.1% | -2% | 17% | x | x | -0.5%
O=C(CCCCCn1c(=S)[nH]c2ccccc2c1=O)N1CCOCC1 | -0.2% | i | -3.4% | -0.1% | -0.8% | -3% | 1% | 14 | 17 | -0.5%
